# FBW7 activator: FBW7 E3 ligase activators, primary screen, biochemical, AlphaScreen, human; AlphaScreen FBW7–phospho-cyclin E peptide binding, activator screen; 650,000 tested, 0.13% active; F-box/WD repeat-containing protein 7 (Homo sapiens), Q969H0; normalized activity (activation), % at 26.1 µM; in the data active = normalized activity above about 1.9%;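 note: purified mutant Fbw7 with reduced substrate affinity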
# TEAD-YAP inh: TEAD-YAP interaction inhibition, primary screen, TEAD-YAP interaction inhibitor project, luminescence, HEK-TIYL cells. 640,000 tested, 1.4% active. TEAD-Gal4/YAP UAS-luciferase luminescence. inhibition, % at 9.12 µM; in the data active = inhibition above about 32%;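 note: 0% = median of test compound wells and 100% = reference inhibitor wells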
# MITF inh: MITF inhibitors, primary screen, biochemical, AlphaScreen, human; AlphaScreen MITF homodimerization, bead proximity signal; inhibition, % at 2.6 µM; AID 1259374, 2018; 650,000 tested, 0.91% active; in the data active = inhibition above about 50%;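 note: 0% = vehicle wells with protein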
# Target sequence (O75030 whole entry, looked up): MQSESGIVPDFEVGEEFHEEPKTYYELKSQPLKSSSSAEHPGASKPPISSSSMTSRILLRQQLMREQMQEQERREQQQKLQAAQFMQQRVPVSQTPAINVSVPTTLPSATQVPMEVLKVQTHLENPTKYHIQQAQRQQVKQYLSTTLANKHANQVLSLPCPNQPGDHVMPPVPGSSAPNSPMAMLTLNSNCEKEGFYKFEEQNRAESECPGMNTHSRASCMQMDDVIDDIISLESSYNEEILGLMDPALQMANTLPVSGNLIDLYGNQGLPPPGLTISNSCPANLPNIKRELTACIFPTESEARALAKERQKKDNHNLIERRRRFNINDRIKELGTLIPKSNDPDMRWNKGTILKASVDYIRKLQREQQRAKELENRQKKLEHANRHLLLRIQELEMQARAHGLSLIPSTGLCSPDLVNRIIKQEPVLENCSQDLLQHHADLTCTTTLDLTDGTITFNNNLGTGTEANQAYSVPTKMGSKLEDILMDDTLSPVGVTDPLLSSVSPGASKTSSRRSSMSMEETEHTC
# GPR151 ag: activators of human GPR151, primary screen, cell-based, PathHunter beta-arrestin, luminescence. PathHunter beta-arrestin GPR151 cells. activation, % at 11.2 µM. 650,000 tested, 1% active. AID 1508602, 2020; in the data active = activation above about 4.9%;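 note: 0% = median of compound wells and 100% = cells with positive control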
# Target sequence (Q8TDV0 whole entry, looked up): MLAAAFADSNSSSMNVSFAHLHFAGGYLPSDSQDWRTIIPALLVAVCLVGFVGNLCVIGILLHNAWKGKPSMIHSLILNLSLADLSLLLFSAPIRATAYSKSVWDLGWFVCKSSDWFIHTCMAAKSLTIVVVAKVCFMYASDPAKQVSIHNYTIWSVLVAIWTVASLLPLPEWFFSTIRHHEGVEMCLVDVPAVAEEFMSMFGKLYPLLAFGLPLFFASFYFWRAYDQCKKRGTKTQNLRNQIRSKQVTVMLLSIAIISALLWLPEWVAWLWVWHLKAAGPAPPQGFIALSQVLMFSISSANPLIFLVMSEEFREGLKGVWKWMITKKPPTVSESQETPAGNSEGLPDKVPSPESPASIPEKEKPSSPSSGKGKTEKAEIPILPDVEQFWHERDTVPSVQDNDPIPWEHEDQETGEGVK
# * marks the source's active call; other numbers are inactive results. The order is random. About 3.4% of those tested had a hit in this group.
SMILES,FBW7 activator,TEAD-YAP inh,MITF inh,GPR151 ag
COc1ccc(CNC(=O)N2CCN(CC(=O)c3ccco3)CC2)cc1OC,0.4,-10,54*,-0.4
CCOC(=O)N1CCC(N=Cc2ccc(OC(C)C)cc2)CC1,0.1,-4,-1,0.1
Cc1nn2cc(C(=O)c3ccccc3O)cnc2c1-c1ccc(F)cc1,-0.1,-16,10,0.1
COc1ccc(C2C(C#N)=C(N)Oc3cc(N(C)C)ccc32)cc1Br (configuration not stated),-0.1,8,-3,1.4
O=C(COc1ccc(CO)cc1)NCc1ccccc1Cl,-0.1,-6,-9,2.0
COc1ccc(C2C/C(=N\O)C(C)C(c3ccc(OC)cc3)N2)cc1 (configuration not stated),1.2,-2,14,-0.8
CC(C)(C)c1ccc(C(=O)CC(NCc2ccco2)C(=O)O)cc1 (configuration not stated),0.0,8,1,2.3
COCCn1c(C)cc(C(=O)COC(=O)/C=C/c2cccc(Cl)c2)c1C,-0.1,-2,2,-0.8
COC(=O)C1=CN(c2cccc(C(F)(F)F)c2)C=C(C(=O)OC)C1c1ccc([N+](=O)[O-])cc1,-0.1,14,7,0.6
Cn1c2c(c(=O)n(C)c1=O)C1(Sc3ccccc3NC1=O)C(=O)N2 (configuration not stated),0.5,-3,8,0.7
CCn1cc(SCC(=O)Nc2cc(C)ccc2C)c2ccccc21,0.0,-7,-8,0.5
O=C(NN=C(c1ccccc1)c1ccccc1)c1ccco1,-0.1,-39,-3,0.3
CCc1ccc(NC(=O)CSc2nc3cc(C(=O)OC)ccc3c(=O)n2CCc2ccc(OC)c(OC)c2)cc1,-0.2,3,-21,0.1
COCCNC(=O)c1cc2nc(-c3ccco3)cc(C(F)(F)Cl)n2n1,-0.1,-2,2,0.9
COc1ccc(-c2csc(/C(C#N)=C(\O)CSc3nccn3C)n2)cc1OC,0.0,0,-13,-0.3
CCc1c(C(=O)N/N=C/c2ccc(OC)c(OC)c2)nnn1-c1nonc1N,-0.1,-9,-14,0.4
Cc1ccc(NC(=O)N2CCCC2C(=O)NCc2ccc(F)cc2)cc1 (configuration not stated),-0.1,2,-9,0.8
CCOc1ccc(C2Oc3c(Br)cc(Br)cc3C=C2[N+](=O)[O-])cc1OC (configuration not stated),0.1,86*,19,0.6
COc1ccc(NC(=O)NCc2cccs2)cc1OC,0.2,-9,23,-1.0
CCC(C)N=Cc1c(NCCO)nc2c(C)cccn2c1=O (configuration not stated),0.0,5,-1,-1.0
O=C(O)C1CCCCC1C(=O)Nc1ccc(Cl)cc1F (configuration not stated),-0.1,-2,-9,0.9
Cc1ccccc1C(=O)OC(C)CN1CCOCC1 (configuration not stated),0.1,11,7,-1.0
O=C(CSc1ccc2nnc(-c3ccccn3)n2n1)Nc1ccc([N+](=O)[O-])cc1,-0.6,-6,6,1.4
CCN(CC)CCSc1nc(-c2ccccc2OC)nc2c1c(=O)n(C)c(=O)n2C,0.0,-10,7,1.7
COc1ccc(C2CC(c3ccc(OC)c(OC)c3)=NN2C(=O)CCCC(=O)O)cc1 (configuration not stated),0.0,-6,6,-1.3
CC(=O)Nc1ccc(C(=O)Nc2ccc(S(=O)(=O)NC3CCCCC3)cc2)cc1,-0.1,-4,1,-0.5
O=C(O)CN1C(=O)c2cc([N+](=O)[O-])cc3cc([N+](=O)[O-])cc(c23)C1=O,-0.2,11,16,-1.6
COC(=O)C(C)N1C(=O)S/C(=C/c2cc([N+](=O)[O-])ccc2Cl)C1=O (configuration not stated),0.0,4,15,1.3
Cc1ccc(N2CC(O)(c3cccc([N+](=O)[O-])c3)[N+]3=C2CCCC3)cc1 (configuration not stated),0.0,-5,-14,-0.9
O=C(c1cccnc1)C1CCN(C(=O)Cc2cccc(O)c2)CC1,1.2,4,13,-0.7
Cc1cc([N+](=O)[O-])nn1CC(=O)N(Cc1ccccc1)Cc1ccccc1,0.4,0,15,-0.1
CC1=C(C(=O)OC2CCCC2)C(c2cccc(Cl)c2)C2=C(CCCC2=O)N1 (configuration not stated),0.0,1,-1,0.0
COc1cc(/C=C2/SC(=Nc3ccccc3)N(C3CCCC3)C2=O)c(Br)c(Br)c1O,0.0,13,11,1.1
COc1ccc(-c2nnc(SCC(=O)NC3CCCCC3)nc2-c2ccc(OC)cc2)cc1,0.3,20,12,0.2
O=C(COC(=O)c1cc(O)[nH]c(=O)c1)Nc1ccc(OC(F)(F)F)cc1,-0.1,8,-2,-0.4
O=c1cc(N2CCN(c3ccccc3F)CC2)[nH]c(=O)n1Cc1ccc(F)cc1,0.0,2,7,-0.4
CCOC(=O)c1ccc(N=c2oc3c(C)ncc(CO)c3cc2C(N)=O)cc1,-0.2,2,-3,0.0
COc1ccc(/C=C2/NC(=O)N(Cc3ccc(Br)cc3)C2=O)cc1O,0.1,10,8,2.1
Cc1cccc(CC2SC(=Nc3ccccc3)NC2=O)c1 (configuration not stated),0.1,6,4,0.6
O=C(c1ccc(OCc2ccccc2)cc1)N1CCOCC1,0.9,2,5,-8.9
Cn1c(NC(=O)c2ccco2)cc(=O)n(C)c1=O,-0.1,2,7,-0.8
O=C(Nc1ccc2c(c1)OCCO2)C(F)(F)F,0.0,-34,7,-0.7
Cc1ccc(C)c(NC(=O)c2nc(S(C)(=O)=O)ncc2Cl)c1,0.2,2,14,-1.2
CCOc1cc(C(=O)O)cc(Cl)c1OCC#N,-0.1,14,3,1.5
CCC(C)NC(=O)C(Cc1ccccc1)NS(=O)(=O)c1ccc2c(c1)CCC(=O)N2 (configuration not stated),-0.1,-2,-4,0.7
NCCSc1nnc2c(n1)[nH]c1ccccc12,0.2,-24,6,2.2
O=C(CCCC(=O)OCC(Cl)=C(Cl)Cl)Nc1ccc(Cl)cc1,0.1,-1,1,0.1
Cc1ccc(SC(C)C(=O)Nc2ccc(C(N)=O)cc2)cc1 (configuration not stated),-0.1,0,5,2.3
O=c1c2c(-c3ccccc3)csc2ncn1/N=C/c1ccc([N+](=O)[O-])s1,0.0,2,-6,2.9
O=C1N[C@@H](COCc2ccccc2)C(=O)N2CCN(Cc3ccccc3F)C[C@H]12,0.1,11,16,-0.9

# (cont.)
SMILES,FBW7 activator,TEAD-YAP inh,MITF inh,GPR151 ag
CCOc1cc2c(c([N+](=O)[O-])c1)NC(c1ccccc1)C1CC=CC21 (configuration not stated),-0.3,9,5,-1.0
Cc1c([N+](=O)[O-])c2ccc(O)c(CN(C)C)c2n1-c1ccccc1,-0.2,9,-1,0.6
CCN1CCN(C(c2ccc(Cl)cc2)c2nnnn2C2CCCC2)CC1 (configuration not stated),0.1,3,11,-0.9
O=C(/C=C/c1ccc(Br)cc1)Nn1cnc2ccccc2c1=O,0.1,-3,4,-0.1
CNC(=O)c1c(NC(=O)c2cc(C)ccc2C)sc2c1CCC2,0.1,8,6,-1.3
COc1ccc(C(=O)NNC(=O)C(=O)Nc2cc(C)ccc2OC)cc1,0.0,-16,-3,-0.7
Cc1ccc(C)c(NC(=O)Cn2cc(S(=O)(=O)c3ccccc3)c(=O)c3ccccc32)c1,-0.2,2,-1,-0.1
O=S(=O)(c1ccc(Cl)cc1)n1nnc2ccccc21,0.2,-6,10,-0.8
O=C(c1cnsc1)N1CCCC(c2ncncc2-c2ccncc2)C1 (configuration not stated),0.3,-9,15,0.8
Cc1ccc(S(=O)(=O)N(CC(=O)NCCOc2ccccc2)c2cccc(Cl)c2)cc1,-0.1,7,1,0.2
CN1CCN(Cc2c(C(=O)N3CCCC3)nc3sccn23)CC1c1ccccc1 (configuration not stated),0.0,6,-1,-0.7
COc1ccc(OC)c(NC(=O)c2sc3nc(C)nc(N4CCN(c5ccccn5)CC4)c3c2C)c1,-0.1,1,-2,-0.4
c1ccc(CCn2c(-c3ccc(-c4ccccc4)cc3)csc2=Nc2ccccc2)cc1,0.3,-6,-19,-1.0
O=S(=O)(Nc1cc(Cl)c(Cl)cc1Cl)c1ccccc1Cl,0.5,8,6,-1.1
N#CC(=C1C(=O)c2ccccc2C1=O)c1nc2ccccc2[nH]1,0.9,-10,0,0.3
O=C(CNc1ccc2ccccc2c1)N/N=C/c1ccc(Br)o1,-0.1,14,-3,-0.4
CCOC(=O)CSc1nnc2c3cc(Br)ccc3n(C)c2n1,0.2,-7,11,0.0
COc1ccc(-n2nc3c(c2NC(=O)c2ccc(OC(C)C)cc2)CS(=O)C3)cc1 (configuration not stated),0.0,3,3,-0.9
O=C(CSc1ccccc1C(=O)O)Nc1ccc(Oc2ccccc2)cc1,-0.1,2,9,-1.4
O=C(Cn1c(CO)nc2ccccc21)NCC(F)(F)F,0.0,5,-11,-0.2
COCCNC(=O)CCNC(=O)c1ccccc1Br,-0.1,-2,-9,-0.3
COc1ccccc1CNC(=O)c1ccc(CNc2c(N3CCC(C)CC3)c(=O)c2=O)cc1,-0.2,-2,-3,1.0
Cc1ccc(C)c(NC(=O)c2c(O)c3cccc4c3n(c2=O)CCC4)c1,-0.1,-2,-4,-0.5
CCc1ccccc1NC(=S)N(CCN1CCCCCC1)Cc1ccco1,-0.1,1,-5,0.5
O=S1(=O)CCC(NC(=S)Nc2ccccn2)C1 (configuration not stated),0.0,-2,-3,0.5
COc1ccccc1C1NC(=S)NC(C)=C1C(=O)c1ccccc1 (configuration not stated),-0.1,3,9,2.5
COc1cccc(C(CC(=O)NCc2ccco2)NS(=O)(=O)c2ccc(F)cc2)c1OC (configuration not stated),0.1,15,3,-1.7
O=C(Nc1cccc(C(F)(F)F)c1)Nc1nnc(N2CCCCC2)s1,0.1,-8,6,0.5
O=c1[nH]nc(Sc2ncc([N+](=O)[O-])s2)n1-c1ccc2c(c1)OCCO2,-0.2,-11,-3,-0.9
COc1ccc(/C=C/C(=O)N2CC(C)OC(C)C2)cc1 (configuration not stated),-0.1,2,8,0.5
O=C(Nc1cccc(F)c1)NC1(C(=O)NCc2ccc3c(c2)OCO3)CCCCC1,0.7,4,16,-2.0
O=C(CCN1C(=O)C2C3C=CC(C3)C2C1=O)N1CCCCCC1 (configuration not stated),0.1,3,11,1.9
COc1cc(Nc2nc3ncnc(NCCOc4ccccc4)c3[nH]2)cc(OC)c1OC,-0.1,1,9,0.4
Cc1ccc(NC(=O)CC2S/C(=N/N=C/c3sccc3C)NC2=O)cc1 (configuration not stated),1.1,-4,12,-0.6
COc1cccc(NS(=O)(=O)c2cc(C(=O)N3CCCC3)ccc2NCCc2ccc(OC)c(OC)c2)c1,0.0,4,8,0.2
CCOc1cc(C=O)ccc1OCCOc1ccc([N+](=O)[O-])cc1,0.1,10,10,0.2
O=C1N(C2Cc3ccccc3C2)C[C@@H]2C[C@@H](c3cccc(-n4cccn4)c3)N3CCC[C@@]123,0.1,1,-6,6.3*
O=C(c1cc(-c2ccncc2)nc2ccccc12)N1CCN(c2ccccc2)CC1,0.5,57*,16,-0.4
COc1ccc(CC(=O)Nc2cc(Oc3ccccc3C(N)=O)ccn2)cc1,0.1,-15,8,-1.2
Cn1c2c(c3cc([N+](=O)[O-])ccc31)CCCC2,-0.1,6,0,-0.5
Cc1ccc(-c2ccc3c(c2)CC(CNC(=O)CSc2nc(C)cs2)O3)nc1 (configuration not stated),0.6,-30,8,-1.1
O=C(CC1Nc2cccc3cccc(c23)NC1=O)Nc1ccccc1F (configuration not stated),0.5,6,5,-0.1
CC(C)C(=O)Nc1ccccc1C(=O)O,0.0,5,16,-0.3
COc1ccc(/C=N\NC(=O)CC23CC4CC(CC(C4)C2)C3)c(OC)c1,0.0,-1,8,1.5

# In the list so far, 13 have a nitro group on carbon:
SMILES,FBW7 activator,TEAD-YAP inh,MITF inh,GPR151 ag
COC(=O)C1=CN(c2cccc(C(F)(F)F)c2)C=C(C(=O)OC)C1c1ccc([N+](=O)[O-])cc1,-0.1,14,7,0.6
CCOc1ccc(C2Oc3c(Br)cc(Br)cc3C=C2[N+](=O)[O-])cc1OC (configuration not stated),0.1,86*,19,0.6
O=C(CSc1ccc2nnc(-c3ccccn3)n2n1)Nc1ccc([N+](=O)[O-])cc1,-0.6,-6,6,1.4
O=C(O)CN1C(=O)c2cc([N+](=O)[O-])cc3cc([N+](=O)[O-])cc(c23)C1=O,-0.2,11,16,-1.6
COC(=O)C(C)N1C(=O)S/C(=C/c2cc([N+](=O)[O-])ccc2Cl)C1=O (configuration not stated),0.0,4,15,1.3
Cc1ccc(N2CC(O)(c3cccc([N+](=O)[O-])c3)[N+]3=C2CCCC3)cc1 (configuration not stated),0.0,-5,-14,-0.9
Cc1cc([N+](=O)[O-])nn1CC(=O)N(Cc1ccccc1)Cc1ccccc1,0.4,0,15,-0.1
O=c1c2c(-c3ccccc3)csc2ncn1/N=C/c1ccc([N+](=O)[O-])s1,0.0,2,-6,2.9
CCOc1cc2c(c([N+](=O)[O-])c1)NC(c1ccccc1)C1CC=CC21 (configuration not stated),-0.3,9,5,-1.0
Cc1c([N+](=O)[O-])c2ccc(O)c(CN(C)C)c2n1-c1ccccc1,-0.2,9,-1,0.6
O=c1[nH]nc(Sc2ncc([N+](=O)[O-])s2)n1-c1ccc2c(c1)OCCO2,-0.2,-11,-3,-0.9
CCOc1cc(C=O)ccc1OCCOc1ccc([N+](=O)[O-])cc1,0.1,10,10,0.2
Cn1c2c(c3cc([N+](=O)[O-])ccc31)CCCC2,-0.1,6,0,-0.5
